# From PubChem
# TLR4-MyD88 BLA: blocks binding of human TLR4 to MyD88; O00206+Q99836; HeLa CL3-4 TLR4/MyD88 BLA complementation, FRET ratio; inhibition, % at 8.4 µM; 0.18% of 200,000 active; in the data active means inhibition above about 25%;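 further: 0% = vehicle and 100% = reference inhibitor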
# STAT3 blocker: reduces IL-6 driven STAT3 reporter signal; U3A cells, IL-6 STAT3-luciferase reporter, luminescence; host cell line lacks STAT1; inhibition, % at 5.5 µM; 0.89% of 190,000 active;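 active means inhibition above the mean inhibition across all screened compounds plus 3 SD, cut at about 44% in these data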;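 further: 0% = DMSO only wells and 100% = 100 µM nifuroxazide control wells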
# Diaph inh CS: diaphorase inhibition or chemical oxidation counter-screen | diaphorase resazurin-to-resorufin fluorescence, NADH, 16 min; bacterial (C. kluyveri) enzyme, not human | inhibition, % at 20 µM | 0.69% of 190,000 active;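 active means primary screen inhibition at 20 µM above a set limit, cut at about 50% in these data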;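 further: plate controls were DMSO with full reaction for no effect and wells lacking NADH for full effect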
#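 Test system: Clostridium kluyveri diaphorase enzyme / Quantity: diaphorase at 0.14 U/mL in enzyme working solution / Incubation: 16-min room-temperature incubation before reading / Benchmarks: NADH-free wells as positive control, DMSO-only neutral wells / Signal: resorufin fluorescence 544/590 nm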
# Hsp70 act: switches on Hsp70 transcription | HeLa Hsp70 promoter luciferase reporter, luminescence; scaled: vehicle 0, proteasome-inhibitor control 100% | activation, % at 10 µM | 0.04% of 200,000 active | AID 1203;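 active means activation above the mean across all tested compounds plus 3 SD, cutoff set per campaign, cut at about 5.5% in these data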;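 further: 100% = MG132 at 30 µM as the positive control and 0% = DMSO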
# STAT1 blocker: inhibitors of IFN-gamma induced STAT1 signaling | AID 920 | NIH 3T3 STAT1-luciferase reporter, luminescence | inhibition, % at 5.5 µM | 0.35% of 200,000 active;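 active means inhibition above a set limit, the mean inhibition across all tested compounds plus 3 SD, cut at about 34% in these data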;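 further: 0% = IFN-gamma with DMSO and 100% = IFN-gamma with 300 µM nifuroxazide; values of inactives mirror those of a sister screen read the other way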
# G6PDH counter: counter-screen for G6PDH assay hits: L. mesenteroides G6PDH inhibition; inhibition, % at 5 µM; 0.12% of 200,000 active; Purified L. mesenteroides G6PDH, diaphorase/resazurin coupled fluorescence, 45 min; in the data active means inhibition above about 50%
# Diaphorase act: counter-screen for diaphorase-based assays: diaphorase activators and chemical reducers; AID 1229; Diaphorase/resazurin coupled assay, resorufin fluorescence, 16 min; active compounds read high; 1 = vehicle wells, 0 = NADH-free wells; 0.005% of 190,000 active; activation factor at 20 µM;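 active means diaphorase activity raised at least twofold by the compound at 20 µM; inactive means activation factor below 2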
#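 Test system: Clostridium kluyveri diaphorase, purified enzyme; input: enzyme 0.07 U/mL final; buffer or medium: 50 mM HEPES pH 7.4 with 4.542 mM MgCl2, 0.005% Tween 20; also added: 0.114 mM NADH and 0.1 mM resazurin, final amounts; schedule: 16 min enzyme reaction, ambient temperature; technique: fluorescence of resorufin, 544 nm excitation, 590 nm emission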
# STAT1 act: STAT1 signaling activation; AID 932; 2.6% of 200,000 active; NIH 3T3 STAT1-luciferase reporter, IFN-gamma, luminescence; 100% = IFN-gamma alone, no compound; activation (% of control), % at 5.5 µM;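 active means activation above the screen-wide mean activation plus 3 SD, cut at about 130% in these data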;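 further: raw ratio to IFN-gamma control signal so 100% means no change and 0% no light; values of inactives mirror those of a sister screen read the other way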
# STAT3 act: increases IL-6 driven STAT3 reporter signal. U3A cells, IL-6 STAT3-luciferase reporter, luminescence; 100% = signal with IL-6 EC80 alone. activation (% of control), % at 5.6 µM. 0.91% of 190,000 active;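 active means activation above the screen-wide mean of compound activation plus 3 SD, cut at about 130% in these data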;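 further: 0% = background luminescence of wells with medium and substrate only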
#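 Detection: reporter luminescence signal / Assay system: STAT1-lacking human U3A cells, STAT3 luciferase reporter / Incubation: compound pre-incubation 1 h before IL-6, then 6 h stimulation at 37 °C / Control set: IL-6-only high control / Read-out: % activation relative to IL-6 control / Probe or stimulus: Interleukin-6, 33 ng/mL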
# APP 5UTR inh: APP translation inhibition; SH-SY5Y APP 5'UTR-luciferase reporter, luminescence; 0.82% of 190,000 active; AID 1285; inhibition, % at 2 µM;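 active means inhibition above a set limit, derived from the sample mean plus 3 SD, cut at about 45% in these data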; further: values of inactives mirror those of a sister screen read the other way
# * = called active by the depositor.
# Start of the data: the first four compounds as a preview:
SMILES,TLR4-MyD88 BLA,STAT3 blocker,Diaph inh CS,Hsp70 act,STAT1 blocker,G6PDH counter,Diaphorase act,STAT1 act,STAT3 act,APP 5UTR inh
Cc1ccc(S(=O)(=O)NNC(=O)CCC(=O)Nc2ccc(C)c(C)c2)cc1,-3,15,-11,-0.1,3,0,1.1,98,95,-21
CC(=O)C1=C(O)C(=O)N(CCc2c[nH]c3ccccc23)C1c1cccc(O)c1 (centres undefined),3,-13,14,-0.2,2,2,0.9,99,117,-6
CC(C)c1ccc(-c2nc(N3CCCCC3)[nH]c(=O)c2C#N)cc1,-1,0,13,-0.4,5,9,0.9,96,100,-8
COc1cccc(CN2CCN(CCc3ccccc3)C(CCO)C2)c1OC (centres undefined),24,12,-10,-0.2,-5,5,1.1,105,94,5

# The whole of this part, previewed entries included:
SMILES,TLR4-MyD88 BLA,STAT3 blocker,Diaph inh CS,Hsp70 act,STAT1 blocker,G6PDH counter,Diaphorase act,STAT1 act,STAT3 act,APP 5UTR inh
Cc1ccc(S(=O)(=O)NNC(=O)CCC(=O)Nc2ccc(C)c(C)c2)cc1,-3,15,-11,-0.1,3,0,1.1,98,95,-21
CC(=O)C1=C(O)C(=O)N(CCc2c[nH]c3ccccc23)C1c1cccc(O)c1 (centres undefined),3,-13,14,-0.2,2,2,0.9,99,117,-6
CC(C)c1ccc(-c2nc(N3CCCCC3)[nH]c(=O)c2C#N)cc1,-1,0,13,-0.4,5,9,0.9,96,100,-8
COc1cccc(CN2CCN(CCc3ccccc3)C(CCO)C2)c1OC (centres undefined),24,12,-10,-0.2,-5,5,1.1,105,94,5
COc1ccc2c(c1)CCc1sc(NC(=O)c3ccc(C)cc3)nc1-2,-1,22,19,-0.3,4,3,0.8,96,84,-2
Cc1ccc(S(=O)(=O)NCCc2ccncc2)cc1C,-4,7,-9,-0.2,3,6,1.1,95,103,7
CCOc1ccc(-c2nnc3ccc(SC)nn23)cc1,-4,19,7,-0.2,3,6,0.9,98,85,-11
COC(=O)c1c(-c2ccc(C)cc2)csc1N,4,7,31,-0.1,13,-19,0.7,88,94,-4
CC(=O)N1CCN(S(=O)(=O)c2ccc(C)c([N+](=O)[O-])c2)C1C(C)C (centres undefined),0,6,7,-0.4,-2,8,0.9,103,99,21
Cc1ccc(-n2c(SCC(=O)O)nc3sc4c(c3c2=O)CCCC4)cc1,-10,4,25,0.1,-3,10,0.8,101,100,-24
CCOC(=O)N1CCN(C(=O)c2cccc(OC)c2OC)CC1,-14,0,4,-0.3,4,3,1,94,102,0
CCC(C)(C)n1nnnc1C(c1ccccn1)N1CCCCC1 (centres undefined),7,3,8,-0.3,0,2,0.9,104,100,-12
CCOC(=O)CC1C(=O)NCCN1S(=O)(=O)c1ccc(Cl)c(Cl)c1 (centres undefined),8,7,2,-0.1,1,14,1,99,103,4
Cc1onc(-c2ccccc2)c1C(=O)Nc1ccc(Cl)cn1,-1,12,12,0.1,3,2,0.9,96,95,7
CSc1nc(C)cc(SCCO)n1,0,10,3,-0.4,2,4,1,98,96,-6
CCc1cccc(NS(=O)(=O)c2ccc3c(c2)oc(=O)n3C)c1,-6,12,7,0.0,5,7,0.9,95,94,11
CCCC1CCC(=NNC(=S)NCCc2ccccc2)CC1 (centres undefined),7,6,10,-0.3,-8,-5,0.9,107,102,-1
N#C/C(=C\c1cn[nH]c1-c1ccccc1Br)C(=O)O,2,-14,14,0.2,-2,0,0.9,100,112,19
Cc1cc(C)n(-c2ccc(C(=O)OCn3nnc4ccccc4c3=O)cc2)n1,-16,3,21,-0.3,0,8,0.8,100,99,11
CC1=C(C(=O)N2CCOCC2)C(c2cc(C)ccc2C)NC(=S)N1 (centres undefined),-2,0,9,-0.1,0,3,0.9,99,102,8
COCCCNC(=O)c1ccc([N+](=O)[O-])c(Cl)c1,10,-3,-4,-0.1,5,2,1,96,105,2
CCCCC(CC)C(=O)N1CCN(C(=O)c2ccco2)CC1 (centres undefined),-15,14,12,0.0,0,15,0.9,100,95,16
COc1ccc(C2c3[nH]c4ccccc4c3CCN2C(=O)c2ccc(=O)n(C)n2)c(F)c1 (centres undefined),-9,-50,22,-0.1,-10,5,0.8,107,148*,-16
Cc1ccc(CN2CCN(CC(=O)N3CCc4ccccc4C3)C2=O)cc1,-7,4,-4,-0.5,-4,6,1,103,97,-15
Cc1nc(NCC2CCCO2)c2nnn(Cc3ccccc3)c2n1 (centres undefined),12,0,0,0.5,-5,8,1,104,104,-32
CC(C)CC(=O)Nc1ccc(C(=O)Cn2c(=O)oc3ccccc32)cc1,-17,-11,-6,-0.3,-10,-6,1.1,107,115,2
Cc1cc(C(=O)OC(C(=O)Nc2ccc(C)c(Cl)c2)c2ccccc2)c(C)o1 (centres undefined),-3,-6,30,-0.2,-4,2,0.7,104,107,18
COc1cc(/C=C2\SC(=Nc3ccccc3)N(Cc3ccco3)C2=O)ccc1OC(C)C(=O)O (centres undefined),16,8,8,-0.2,12,4,0.9,89,94,-9
COc1ccccc1NC(=O)CSc1nnc(Cn2c(=O)sc3ccccc32)n1C,16,-15,0,-0.2,0,-4,1,101,112,-8
CCOC(=O)CSC1=Nc2ccccc2C2=NC(CC(=O)NCc3ccccc3)C(=O)N12 (centres undefined),-6,2,19,0.4,3,-2,0.8,97,102,2
CCOc1ccc(C(=O)NC(C(=O)NCc2ccccc2OC)C(C)C)cc1 (centres undefined),7,0,-5,0.0,4,-1,1.1,95,103,6
O=c1c([N+](=O)[O-])c[nH]c2ccccc12,7,-2,10,-0.3,4,14,0.9,96,104,5
COC(=O)CSc1nnc(CNS(=O)(=O)c2ccc(Br)cc2)n1C,8,10,16,0.0,0,17,0.8,99,97,4
CNc1c(N)c(=O)oc2ccccc12,11,11,5,-0.2,-5,7,0.9,103,96,-58
COC(=O)c1ccc(NC(=O)CN(Cc2ccc(Cl)cc2)S(C)(=O)=O)cc1,-4,2,12,-0.2,5,8,0.9,96,100,-19
O=C(NCNC(=O)c1ccccc1)c1ccccc1,-1,12,3,-0.4,3,-4,1,97,91,10
Cc1ccc2c(c1)c1ncnc(N3CCN(c4ccccc4)CC3)c1n2C,-22,-22,16,-0.2,3,2,0.8,97,127,-25
c1cn(CCCNC2=NCCCCC2)cn1,7,9,14,0.4,-1,6,0.9,101,97,-8
CCCn1nc2cc(C(=O)NCCc3ccc(C)cc3)ccc2c1OCC,2,3,20,-0.2,6,2,0.8,95,104,-4
Cc1ccc(C)c(C(=O)COc2ncnc3ccccc23)c1,-8,29,1,-0.1,-9,-7,1,108,80,10
COC(=O)c1cc2sccc2n1Cc1nc(-c2ccc(Cl)cc2)oc1C,-11,5,8,0.1,3,5,0.9,97,100,-3
COc1ccc(C)cc1NC(=O)Nc1cccc(C(=O)O)c1,-10,0,16,0.2,-7,18,0.8,105,106,-2
COC(=O)C1=C(C)OC(N)=C(C#N)C1c1cc(OC)ccc1OC (centres undefined),-3,1,7,0.1,13,7,0.9,88,101,-4
O=C(c1ccc(S(=O)(=O)N2CCCCCC2)cc1)N(c1ccccn1)C1CCCCC1,-6,6,9,0.0,5,2,0.9,95,98,-3
CSCC[C@H](NC(=O)OC(C)(C)C)c1nnc(SCc2cccc(F)c2)o1,0,-42,22,-0.4,-6,5,0.8,105,142*,-6

# 5 compounds out of the list, ordered by length of the SMILES, smallest number first:
SMILES,TLR4-MyD88 BLA,STAT3 blocker,Diaph inh CS,Hsp70 act,STAT1 blocker,G6PDH counter,Diaphorase act,STAT1 act,STAT3 act,APP 5UTR inh
Cc1ccc(C)c(C(=O)COc2ncnc3ccccc23)c1,-8,29,1,-0.1,-9,-7,1,108,80,10
CCCn1nc2cc(C(=O)NCCc3ccc(C)cc3)ccc2c1OCC,2,3,20,-0.2,6,2,0.8,95,104,-4
Cc1ccc2c(c1)c1ncnc(N3CCN(c4ccccc4)CC3)c1n2C,-22,-22,16,-0.2,3,2,0.8,97,127,-25
CSCC[C@H](NC(=O)OC(C)(C)C)c1nnc(SCc2cccc(F)c2)o1,0,-42,22,-0.4,-6,5,0.8,105,142*,-6
O=C(c1ccc(S(=O)(=O)N2CCCCCC2)cc1)N(c1ccccn1)C1CCCCC1,-6,6,9,0.0,5,2,0.9,95,98,-3

# (further entries)
SMILES,TLR4-MyD88 BLA,STAT3 blocker,Diaph inh CS,Hsp70 act,STAT1 blocker,G6PDH counter,Diaphorase act,STAT1 act,STAT3 act,APP 5UTR inh
Cc1ccc(OCCN2CCNCC2)c([N+](=O)[O-])c1,-2,-5,8,-0.2,2,2,0.9,98,103,-7
O=C(Nc1ccc(NC(=O)c2ccc(S(=O)(=O)c3ccccc3)cc2)cc1)c1ccccc1,6,7,8,-0.2,2,-6,0.9,95,102,4
CC(C)=CC/C=C1\CCC(C(=O)O)C(C(=O)O)C1 (centres undefined),6,0,14,-0.6,-5,-3,0.9,105,103,8
COCC(=O)N(CCN(C)C)Cc1cc2cc3c(cc2nc1Cl)OCO3,8,5,-7,0.2,-2,3,1.1,100,98,-15
COCC(C)n1c(C)cc(C(=O)COc2ccc(S(=O)(=O)N3CCOCC3)cc2Cl)c1C (centres undefined),-11,6,8,0.0,-4,3,0.9,104,101,0
O=C(NC1(C(F)(F)F)N=C(c2ccccc2)NC1=O)c1ccc(Cl)cc1Cl (centres undefined),-11,7,15,-0.1,3,1,0.9,97,98,9
CC(NC(=O)c1ccc(F)cc1)c1ccc(F)cc1 (centres undefined),7,-11,3,-0.3,-1,3,1,101,109,2
COc1cc(/C=C(\NC(=O)c2ccccc2)C(=O)NCC(=O)O)c([N+](=O)[O-])cc1OC,-3,0,9,-0.3,1,10,0.9,99,101,-15
CCOc1ccc2nc(NC(=O)CSc3nnnn3C3CCCCC3)sc2c1,-3,-9,35,0.0,2,1,0.7,98,111,-7
